SENP1 inh – SENP1 (human) catalytic domain inhibition. Q9P0U3. recombinant SENP1 catalytic domain, CyPet-SUMO1-YPet FRET cleavage. inhibition, % at 10 µM. 0.21% of 360,000 active. AID 624204;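 active = inhibition at least 30% at 10 µM, raw YFP signal under a set limit, fluorescence ratio 0.5 to 1.5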;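 also: 0% = enzyme with DMSO and 100% = no enzyme wells; some results filed as inactive read as strong as hits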
Target sequence (Q9P0U3 419-644 limits assumed): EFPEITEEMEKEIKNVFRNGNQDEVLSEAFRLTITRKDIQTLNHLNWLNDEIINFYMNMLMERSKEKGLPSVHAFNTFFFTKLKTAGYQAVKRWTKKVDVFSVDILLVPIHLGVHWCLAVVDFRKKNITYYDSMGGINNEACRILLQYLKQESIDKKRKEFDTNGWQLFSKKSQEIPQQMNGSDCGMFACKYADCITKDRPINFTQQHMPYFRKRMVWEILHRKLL
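Controls: no-enzyme wells low, DMSO-plus-enzyme wells high control. Test system: human recombinant His6-tagged SENP1 catalytic domain enzyme. Reagent: SFCypet-SUMO1-SFYpet FRET protein substrate, 25 nM final. Doses: one dose per compound, 10 µM, 0.5% DMSO. Detection: FRET, CFP and YFP emission. Timing: 50 min reaction at room temperature.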
hIAP act – human IAP activation | AID 2524 | activation factor at 10 µM | purified human IAP, CDP-Star luminescence, 30 min; hits give high values; 1 = vehicle-only enzyme, 0 = enzyme-free background | 0.16% of 330,000 active | P09923;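 active = activation factor of the enzyme at least 2-fold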; also: the source names both 10 and 20 µM as test concentration; values of inactives mirror those of a sister screen read the other way
Target sequence (P09923 whole entry, looked up): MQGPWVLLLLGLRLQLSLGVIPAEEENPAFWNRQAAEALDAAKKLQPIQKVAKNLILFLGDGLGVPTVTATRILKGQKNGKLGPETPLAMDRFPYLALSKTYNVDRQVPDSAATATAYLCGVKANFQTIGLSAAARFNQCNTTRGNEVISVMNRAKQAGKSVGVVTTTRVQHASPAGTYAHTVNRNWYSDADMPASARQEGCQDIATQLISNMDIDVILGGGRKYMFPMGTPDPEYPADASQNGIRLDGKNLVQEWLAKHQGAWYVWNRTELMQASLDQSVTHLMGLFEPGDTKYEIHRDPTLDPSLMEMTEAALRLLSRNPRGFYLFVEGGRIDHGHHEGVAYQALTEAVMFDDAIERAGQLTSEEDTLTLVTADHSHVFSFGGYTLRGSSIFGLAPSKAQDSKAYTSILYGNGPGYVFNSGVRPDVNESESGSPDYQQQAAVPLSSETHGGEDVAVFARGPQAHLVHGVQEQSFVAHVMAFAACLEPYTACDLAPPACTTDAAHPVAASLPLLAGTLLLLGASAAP
PfGluPho inh – PfG6PD (Plasmodium falciparum) enzyme inhibition. PfGluPho enzyme, NADPH resazurin-diaphorase fluorescence. inhibition, % at 20 µM. 0.78% of 350,000 active. AID 504690;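 active = inhibition reaching at least a set limit at 20 µM in the primary screen, cut at about 59% in these data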;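 also: 0% = DMSO wells with substrate and 100% = DMSO wells lacking glucose-6-phosphate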
SENP6 block – SENP6 protease inhibition. Q9GZR1. Recombinant SENP6 catalytic domain, aminoluciferin luminescence. inhibition, % at 10 µM. 1.8% of 330,000 active;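 active = inhibition above about 50% at the single tested dose, limit read from the data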;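 also: plate controls were DMSO wells with enzyme for no effect and DMSO wells lacking enzyme for full effect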
GRIN3A LBD mod – modulators (binders) of human NR3A ligand-binding domain; AID 1259313; NR3A LBD differential scanning fluorimetry, Tm shift; 0% = protein alone, 100% = glycine-bound protein; 2.5% of 340,000 active; Tm shift relative to glycine control, % at 25 µM;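 active = melting temperature shift of at least 10% of the positive control shift, at one fixed dose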
SENP8 block – inhibitors of human SENP8 protease. inhibition, % at 20 µM. 0.64% of 360,000 active. recombinant SENP8, Nedd8 substrate fluorescence; in the data active = inhibition mostly above about 40%, no sharp cut-off; inactive = mostly below about 27%
Target sequence (Q96LD8 whole entry, looked up): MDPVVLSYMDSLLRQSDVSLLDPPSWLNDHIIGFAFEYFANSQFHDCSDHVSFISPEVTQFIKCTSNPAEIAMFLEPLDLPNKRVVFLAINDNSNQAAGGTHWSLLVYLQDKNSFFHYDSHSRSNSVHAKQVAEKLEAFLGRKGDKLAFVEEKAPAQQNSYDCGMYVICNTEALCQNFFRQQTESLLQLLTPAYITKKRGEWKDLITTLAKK
MPTP inh – blocks calcium-induced mitochondrial swelling | isolated mouse mitochondria, Ca2+ swelling absorbance, 30 min | inhibition, % at 10 µM | AID 602449 | 1.4% of 360,000 active;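 active = inhibition of 50% or more, scaled per plate between neutral and stimulator controls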;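 also: 0% = DMSO wells given calcium and 100% = 1 mM EGTA wells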
ATG4B inh – inhibitors of human ATG4B cysteine protease. Q9Y4P1. 0.51% of 340,000 active. inhibition, % at 8.33 µM. ATG4B cleavage of LC3-PLA2, NBD-HPC fluorescence, 1 h; in the data active = inhibition above about 40%
The depositor's hits bear a star; . = not tested or not shown.

Second line of a record – ATG4B inh	SENP8 block	PfGluPho inh	SENP6 block	SENP1 inh	GRIN3A LBD mod	hIAP act	MPTP inh
1	NC(=O)CSc1nnc(COc2ccccc2)n1N
    -3	22	-13	1	3	2	1.1	1.0
2	Cc1nc2sc(C(c3ccc(C(C)C)cc3)N3CCN(CCO)CC3)c(O)n2n1 (configuration not stated)
    -10	-2	7	1	-3	-1	1.1	0.0
3	Cn1nccc1C(=O)Nc1sc2c(c1C#N)CCCC2
    -3	-15	-12	1	-7	2	1.2	1.7
4	O=C(NCc1ccccc1)C1CCN(c2nc(-c3ccccc3)nc3c2CCC3)CC1
    7	-46	13	-1	1	-11	1.4	-1.4
5	CC(C)(C)NC(=O)N1c2ccccc2Sc2ccccc21
    2	12	-25	1	3	-1	1	-0.2
6	COc1ccc(NC(=O)C2CCCN(c3nccc(C)n3)C2)cc1 (configuration not stated)
    -2	-30	6	1	1	0	0.9	-2.6
7	COc1ccc(Cn2c(SCc3ccc(C)cc3)nc3cc(OC)c(OC)cc3c2=N)cc1Cl
    -2	-7	38	-17	-2	2	0.92	7.7
8	O=C(N/N=C/c1cccs1)c1ccc2c(c1)OCO2
    37	12	-19	-10	0	-1	1	-1.2
9	COc1ccc(CC(=O)Nc2cc(Cl)ccc2N2CCCC2)cc1
    9	1	-7	11	1	1	1.1	-0.6
10	COc1cccc(N(C(=O)c2ccco2)C(C(=O)NC2CCCC2)c2ccc(N(C)C)cc2)c1 (configuration not stated)
    0	8	9	-22	4	0	1.2	-0.3
11	COc1ccc(C2/C=C\CN(C(=O)Nc3ccc(C(F)(F)F)cc3)CC(=O)N2Cc2ccc(F)cc2)cc1 (configuration not stated)
    1	7	25	-1	-1	-18	1.1	103*
12	COc1ccc(-c2sc3cc(OC)c(OC)cc3c2-c2ccc(O)cc2)cc1
    -8	-285	1	-28	-1	3	1.1	-1.0
13	NC(=O)c1csc(-c2ccncc2)n1
    -6	5	-10	12	1	-1	1.2	1.0
14	C[C@@H]1CN([C@H](C)CO)C(=O)c2cc(NS(=O)(=O)c3ccc(F)cc3)ccc2O[C@@H]1CN(C)Cc1ccc(Cl)c(Cl)c1
    .	9	7	-28	-1	13*	1.2	-1.0
15	COc1cc(-c2nc(CN3CCN(CC(C)C)C(=O)[C@@H]3C)c(C)o2)ccc1F
    -8	-2	3	1	-1	-1	1.3	-0.1
16	CCc1noc(C)c1C(=O)N1CCN(S(=O)(=O)c2ccc(Br)cc2Cl)CC1
    1	16	-15	-5	1	4	1.2	0.1
17	Cc1cc(Cl)ccc1N1C(=O)CC(NNC(=O)c2cccnc2)C1=O (configuration not stated)
    -2	12	-17	-20	3	-5	1.1	-1.1
18	COc1ccc(C2=NN(C(=O)COC(=O)c3ccc(NC(=O)CC#N)cc3)C(c3ccco3)C2)cc1 (configuration not stated)
    -18	-64	11	1	-27	3	0.94	-3.2
19	CCc1cccc(C)c1NC(=O)C(c1ccccc1)N1CCC1=O (configuration not stated)
    1	10	-13	-6	-2	-2	1	-0.5
20	CC(Nc1ccc(Cl)cc1)C(=O)NN (configuration not stated)
    -11	28	4	-29	3	-1	1	-0.5
21	COc1cccc(C(=O)Nc2nc3ccccc3s2)c1
    -3	-17	21	90*	-4	3	1	0.5
22	c1ccc2cc(Cn3ccnc3)ccc2c1
    -1	4	2	-6	-1	0	1.2	-0.9
23	Cc1cc(-c2nn(-c3ccccc3F)cc2CNCCc2cnccn2)c(C)s1
    -16	-7	16	2	-14	-1	0.85	-0.8
24	CCCn1c(N)c(C(=O)CSc2nnc3n2CCCCC3)c(=O)[nH]c1=O
    -2	11	14	-9	-2	0	1	-1.6
25	CC(=O)NC1CC2CCCC(C1)N2C(=O)Nc1cccc(Cl)c1 (configuration not stated)
    5	12	12	.	1	3	.	0.1
26	c1ccc(-c2nc(NCCCn3ccnc3)c3oc4ccccc4c3n2)cc1
    -20	1	-5	-5	2	-17	0.95	0.4
27	CCc1ccc(-c2nc(SCC(=O)N(CCOC)c3c(N)n(Cc4ccccc4)c(=O)[nH]c3=O)n[nH]2)cc1
    1	-26	-9	5	-1	-1	1.2	-0.7
28	O=S(=O)(Nc1cccc(Br)c1)c1cccc2nsnc12
    5	7	-19	8	2	0	1	2.9
29	CC1CCN(C(=O)C2CCC(CNS(=O)(=O)c3cccc4cccnc34)CC2)CC1 (configuration not stated)
    .	4	.	-4	1	.	0.83	0.9
30	CCCC(CCC(=O)Nc1ccn(-c2ccccc2)n1)C(=O)O (configuration not stated)
    1	26	-3	-31	-1	0	1.1	0.4
31	CN(c1ccc(OCC(=O)OCC(=O)Nc2ccccc2F)cc1)S(=O)(=O)c1cccs1
    -5	8	-4	-6	5	-6	0.89	-1.8
32	CCOc1cc(/C=C(\C#N)c2[nH]nc(N)c2C#N)ccc1O
    -2	-66	15	-18	-71	-1	1.1	0.8
33	O=C1NC(=S)S/C1=C\c1ccc(SCc2ccco2)o1
    67*	8	26	.	17	-3	.	13
34	Cc1ccccc1OCC(=O)Nc1ccccc1CO
    7	23	10	-3	1	2	1.2	-2.1
35	O=C(Nc1ccccc1C(F)(F)F)c1cc(-c2ccco2)on1
    0	5	-14	-15	0	-1	1	0.4
36	Cc1ccc(N=C2S/C(=C\c3cn(CC(=O)O)c4ccccc34)C(=O)N2C)cc1
    36	13	-17	13	-79	-1	1.2	2.8
37	COc1ccc(C(=O)/C=C/Nc2cc(C)ccn2)cc1
    -5	-319	21	95*	-4	-26	0.99	2.0
38	CNC(=O)COc1ccc(S(=O)(=O)Nc2ccccc2)cc1
    7	3	-17	-20	1	0	1	-1.5
39	Cc1ccc(-c2nn(C(C)(C)C)c3ncnc(N)c23)cc1
    -11	11	-9	-18	-1	0	1.1	-2.4
40	Cc1ccc(NS(=O)(=O)c2cccs2)nc1
    7	-304	-7	16	1	1	1.2	-0.4
41	O=C(CC1SC(=O)N(Cc2ccccc2Cl)C1=O)Nc1nccs1 (configuration not stated)
    -5	14	-10	-21	1	-13	1.3	0.9
42	Cc1ccc(OCC(=O)NNC(=O)C(=O)N2CCCC2)c(C)c1
    -10	10	-11	-16	1	-2	0.99	0.4
43	CC(C)COC(=O)c1ccc(NC(=O)C2C3C=CC(C3)C2C(=O)O)cc1 (configuration not stated)
    -9	17	-26	-15	-2	0	1.1	1.0
44	CCN1CCN(C(=O)C2c3cc(OC)c(OC)cc3C(=O)N3CCc4ccccc4C23)CC1 (configuration not stated)
    -2	13	-5	-7	2	-1	0.97	1.7
45	COc1ccc(Cc2c[nH]c(=O)[nH]c2=O)cc1
    -8	7	7	-6	-1	-2	0.97	0.1
46	O=C(Nc1ncc(C(F)(F)F)cc1Cl)c1ccc(S(=O)(=O)N2CCOCC2)cc1
    -1	6	9	-19	0	0	0.9	0.3
47	NC(=O)C1CCN(C(=O)c2ccc3ncsc3c2)CC1
    .	10	2	.	2	.	.	0.5
48	CCCC(C)NC(=O)c1cc(S(=O)(=O)N2CCCCCC2)ccc1OC (configuration not stated)
    5	-2	-3	-2	1	-2	0.98	-2.0
49	Cc1ccc(C(O)(C(=O)NNc2ccccn2)c2ccc(C)cc2)cc1
    1	15	-21	-5	3	-1	1.2	1.0
50	O=C(COC(=O)C(O)C(O)C(=O)OCC(=O)c1ccc(C(F)(F)F)cc1)c1ccc(C(F)(F)F)cc1 (configuration not stated)
    5	34	-16	-6	4	7	1.3	5.9
51	CCC(C(=O)O)n1nnc(-c2ccc(-c3ccc(OC)cc3)cc2)n1 (configuration not stated)
    -10	-11	-22	-6	3	-1	1.2	-0.6
52	O=C(COC(=O)c1cc(S(=O)(=O)N2CCOCC2)ccc1F)Nc1ccc(Cl)cn1
    -27	-59	8	-14	-67	3	0.95	-0.1
53	Cc1cccc(C)c1OCCCCn1cnc2ccccc2c1=O
    16	8	9	-13	0	0	0.74	-2.6
54	NC(=O)c1c(NC(=O)Cc2ccccc2)sc2c1CCN(Cc1ccccc1)C2
    -8	-23	11	-12	-30	-27	1.1	0.6
55	CCOc1ccc(N2CSC(=S)N(c3ccc(OCC)cc3)C2)cc1
    1	9	-2	-7	3	2	1	6.0
56	Cc1cn([C@H]2C[C@H](O)[C@@H](CNCC3=Cc4cc(O)ccc4OC3)O2)c(=O)[nH]c1=O
    .	4	7	.	0	.	.	-1.5
57	O=C(CCN1C(=O)/C(=C/c2ccc(F)cc2)SC1=S)Nc1cc([N+](=O)[O-])ccc1O
    2	31	14	1	4	18*	0.96	12
58	CC(=O)NC(Cc1ccccc1)C(=O)NC1CCN(C(=O)c2cnccn2)CC1 (configuration not stated)
    8	4	-11	11	0	-1	1.2	-1.4
59	O=[N+]([O-])c1ccc(Oc2cccc3cccnc23)c([N+](=O)[O-])c1
    -1	24	119*	-10	76*	3	1.1	-1.0
60	O=C(COc1ccc2c(c1)oc(=O)c1ccccc12)NCCN1CCOCC1
    -2	-406	18	-5	2	-2	1	-2.3

Along the list, quoted from above.
Compounds 31–36 in GRIN3A LBD mod read -6, -1, -3, 2, -1, -1

Back to the main list with the 7 entries that preceded the break.
Second line of a record – ATG4B inh	SENP8 block	PfGluPho inh	SENP6 block	SENP1 inh	GRIN3A LBD mod	hIAP act	MPTP inh
54	NC(=O)c1c(NC(=O)Cc2ccccc2)sc2c1CCN(Cc1ccccc1)C2
    -8	-23	11	-12	-30	-27	1.1	0.6
55	CCOc1ccc(N2CSC(=S)N(c3ccc(OCC)cc3)C2)cc1
    1	9	-2	-7	3	2	1	6.0
56	Cc1cn([C@H]2C[C@H](O)[C@@H](CNCC3=Cc4cc(O)ccc4OC3)O2)c(=O)[nH]c1=O
    .	4	7	.	0	.	.	-1.5
57	O=C(CCN1C(=O)/C(=C/c2ccc(F)cc2)SC1=S)Nc1cc([N+](=O)[O-])ccc1O
    2	31	14	1	4	18*	0.96	12
58	CC(=O)NC(Cc1ccccc1)C(=O)NC1CCN(C(=O)c2cnccn2)CC1 (configuration not stated)
    8	4	-11	11	0	-1	1.2	-1.4
59	O=[N+]([O-])c1ccc(Oc2cccc3cccnc23)c([N+](=O)[O-])c1
    -1	24	119*	-10	76*	3	1.1	-1.0
60	O=C(COc1ccc2c(c1)oc(=O)c1ccccc12)NCCN1CCOCC1
    -2	-406	18	-5	2	-2	1	-2.3
61	N/C(=N\OC(=O)Cc1cccs1)c1cccc([N+](=O)[O-])c1
    1	20	-1	11	1	2	0.97	0.9
62	Cc1ccccc1Cn1c(C)nc2ccccc21
    1	6	0	-7	1	0	1	101*
63	O=C1N/C(=C/c2cccs2)C(=O)N1Cc1ccc(Br)cc1
    -3	-52	6	5	1	1	0.85	0.0
64	CCCCOc1ccc(/C=C/C(=O)OCC(=O)N2CC(=O)Nc3ccccc32)cc1OCC
    5	-359	0	-14	1	-8	1.2	-8.6
65	O=C(Cc1ccc([N+](=O)[O-])cc1)Nc1cccc(C(=O)N2CCCC2)c1
    -6	12	3	-3	5	-3	1	2.5
66	O=C(NC1CCCCCC1)c1cc2n(n1)C(C(F)(F)F)CC(c1ccco1)N2 (configuration not stated)
    -4	9	-10	7	22	0	1	-6.5
67	CC(C)(CNS(=O)(=O)c1ccc2ccccc2c1)N1CCOCC1
    -1	17	-12	-23	1	1	1	-2.6
68	O=C1NN=C2CCCCCC12 (configuration not stated)
    .	12	-24	.	2	.	.	0.1
69	COc1ccc(N2CCN(C(=O)c3ccc(CS(=O)(=O)c4ccc(Br)cc4)o3)CC2)cc1
    2	5	-6	-6	4	0	1	0.5
70	CC(=O)c1ccc(S(=O)(=O)N2CCN(c3ccccc3F)CC2)cc1
    2	11	1	3	2	2	0.96	2.5
71	CCCn1nc([N+](=O)[O-])c(C(C#N)c2nc3ccccc3s2)c(Cl)c1=O (configuration not stated)
    84*	14	-9	-8	-46	6	1	112*
72	Cc1ccc(/C=N/n2cnnc2)s1
    -2	6	0	-4	0	2	1	1.4
73	O=C(c1ccc(-c2ccccc2)cc1)N1CCN(c2ccccn2)CC1
    -2	6	5	3	2	-3	1	0.0
